PV pol inh = poliovirus RNA polymerase inhibition; 0.66% of 150,000 active; poliovirus polymerase elongation, fluorescence polarization; stronger effect = lower value; % elongation, % (compound at 16.7 µg/mL); in the data active = % elongation below about 90%; note: some results filed as inactive read as strong as hits
Target sequence (P03300 1749-2209 limits assumed): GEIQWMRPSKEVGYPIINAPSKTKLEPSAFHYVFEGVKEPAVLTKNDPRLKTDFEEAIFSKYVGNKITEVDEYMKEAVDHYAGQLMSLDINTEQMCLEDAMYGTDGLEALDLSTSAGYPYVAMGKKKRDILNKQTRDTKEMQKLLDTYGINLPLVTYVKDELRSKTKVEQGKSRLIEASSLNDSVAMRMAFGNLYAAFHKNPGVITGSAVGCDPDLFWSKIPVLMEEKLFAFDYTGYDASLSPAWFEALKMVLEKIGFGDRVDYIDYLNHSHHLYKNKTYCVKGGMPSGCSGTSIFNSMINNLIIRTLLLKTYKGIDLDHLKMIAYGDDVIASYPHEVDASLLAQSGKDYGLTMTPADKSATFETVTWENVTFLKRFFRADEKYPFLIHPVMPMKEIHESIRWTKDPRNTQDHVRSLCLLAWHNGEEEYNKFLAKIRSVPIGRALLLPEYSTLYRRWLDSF
PV pol inh FP z-score = recorded beside PV pol inh, whose call it bears; z-score; measured here: FP z-score; hits read low
Starred values were filed as active, the others as inactive. Not all compounds are listed. The share of hits here may be higher or lower than overall.

Start of the listing, in advance:
SMILES	PV pol inh	PV pol inh FP z-score
Cc1cc(C)c(NCc2ccccc2O)c(C)c1	100	-0.2
S=C(c1cccs1)N1CCOCC1	100	-0.1

The listing, repeating the preview:
SMILES	PV pol inh	PV pol inh FP z-score
Cc1cc(C)c(NCc2ccccc2O)c(C)c1	100	-0.2
S=C(c1cccs1)N1CCOCC1	100	-0.1
O=C(CSc1n[nH]c(=O)n1C1CC1)NC1CCCC1	103	0.2
CCN1CCN(c2c(S(=O)(=O)c3ccccc3)cnc3ccc(Cl)cc23)CC1	105	-0.3
Cc1ccc2scc(CC(=O)O)c2c1	101	-0.1
CNC(=O)COC(=O)c1c(-c2c(F)cccc2Cl)noc1C	103	0.1
Cc1nn(Cc2ccc(Cl)c(Cl)c2)c(C)c1NC(=O)c1noc2c1CCc1ccccc1-2	101	-0.3
Cc1ccc2c(c1)C(=O)OC(C(=O)Nc1ncc(Cc3ccccc3Cl)s1)C2 (stereo not drawn)	103	0
Cc1ccc(NC(=O)c2ccc3snnc3c2)cc1Cl	109	0.4
CCn1ccc2cc(S(=O)(=O)N3CCC(C(=O)NCCc4ccccc4Cl)CC3)ccc21	105	-0.5
Cn1ncc2c(N3CCCC3CO)ncnc21 (stereo not drawn)	102	0.4
CN(C)CC#Cc1ccc(C=C(C#N)C#N)cc1	102	-0.1
CCc1ccc(NC(=O)c2ccc(CNS(=O)(=O)c3ccc4c(c3)C(C)(C)C(=O)N4C)cc2)cc1	115	0
Cc1ccccc1NC(=O)CSc1nnc(C)c(=O)[nH]1	111	1.2
COc1ccc(/C=C2\Sc3ccc(C(=O)N4CCOCC4)cc3N(C)C2=O)cc1	100	-0.1
CC(=O)c1cccc(NC(=O)c2cccn2-c2nnc(N3CCCCC3)s2)c1	112	1.1
FC(F)(F)c1cc(-c2ccccc2)nc2cc(-c3ccc(Br)cc3)nn12	101	-0.8
CC(=O)Nc1ccc(Nc2ncnc3c2cnn3C)cc1	111	0.7
CC1CCCCN1c1nc(-c2ccc(C(C)(C)C)cc2)nc2ccccc12 (stereo not drawn)	103	-0.2
CC1=CCC(COC(=O)Nc2ccccc2)CC1 (stereo not drawn)	103	0.2
CC(C)(C)C(=O)Nc1cccc(C(=O)O)c1	101	-0.1
O=C(Nc1cc(=O)[nH]c(=O)[nH]1)C(c1ccccc1)c1ccccc1	107	1
C[C@@H](c1ccccc1)N1C(=O)CC[C@H]2CC(=O)CC[C@@H]21	102	0.3
COc1cccc(/C=C2/Sc3ccc(C(=O)NCc4ccco4)cc3NC2=O)c1	106	2.3
CCc1ccccc1Nc1cc(C(=O)NCCN2CCCCCC2)c2ccccc2n1	103	0.5

One compound at a time, from the list above. Order of screens: PV pol inh | PV pol inh FP z-score
`CN(C)CC#Cc1ccc(C=C(C#N)C#N)cc1` as listed: 102 | -0.1
`CC1=CCC(COC(=O)Nc2ccccc2)CC1` (stereo not drawn) as listed: 103 | 0.2
`Cc1ccccc1NC(=O)CSc1nnc(C)c(=O)[nH]1` as listed: 111 | 1.2

3 entries picked at random from those above:
SMILES	PV pol inh	PV pol inh FP z-score
Cn1ncc2c(N3CCCC3CO)ncnc21 (stereo not drawn)	102	0.4
FC(F)(F)c1cc(-c2ccccc2)nc2cc(-c3ccc(Br)cc3)nn12	101	-0.8
Cc1nn(Cc2ccc(Cl)c(Cl)c2)c(C)c1NC(=O)c1noc2c1CCc1ccccc1-2	101	-0.3

The listing continues.
SMILES	PV pol inh	PV pol inh FP z-score
CCOC(=O)c1cncc(C#CCOC(=O)Nc2ccc(OC(F)(F)F)cc2)c1	101	-0.6
CC(C)OC(=O)/C(C#N)=C/c1c[nH]c2ccccc12	103	0.3
Cc1noc(Cn2c(=O)c3cc4c(cc3n(CC(=O)Nc3ccccc3F)c2=O)OCO4)n1	108	0.1
O=C(O)c1ccc2c(c1)N(Cc1ccc(F)cc1Cl)C(=O)c1ccccc1S2	110	0.4
Cc1ccc(C)c(NC(CC(=O)c2ccccc2)C(=O)O)c1 (stereo not drawn)	103	0.5
Cc1cc(C)c(C#N)c(=S)[nH]1	101	0.1
CNC(=O)C(C)n1c2ccccc2c2cn[nH]c(=O)c21 (stereo not drawn)	104	0.4
Cc1nn(CCC(=O)NCc2ccccc2)c(=O)c2nn(-c3ccccc3)c(C)c12	104	0.5
O=C(Cn1cnc2ccccc2c1=O)OCc1ccccc1	122	3.2
Nc1nc2ccccc2n1CCOc1ccc(Br)cc1	102	0
Cc1cc(N/C=C(\C#N)C(=O)c2cccs2)no1	103	0.4
O=C(COC(=O)c1ccc(Br)o1)Nc1cccc2ccccc12	102	0.4
O=C(Cn1ncc2ccsc2c1=O)N1CCN(c2cccc(Cl)c2)CC1	103	1.2
Cc1ccccc1NS(=O)(=O)c1ccc2[nH]cc(C(=O)N3CCCC3)c(=O)c2c1	103	-0.5
CN(C(=O)c1cc2nc(-c3ccco3)cc(C(F)(F)F)n2n1)C1CCCCC1	100	-0.3
C=CCOc1cccc(C(=O)NCc2ccccc2)c1	101	-0.6
OC(CSc1ccc(F)cc1)CN1CCN(c2ccc(C(F)(F)F)cn2)CC1 (stereo not drawn)	99	-0.5
CN(Cc1ccccc1)C(=O)CSc1nc(NCc2ccc(Cl)cc2)c2ccccc2n1	102	0.3
Cc1nc2c(c(C)c1CCC(=O)NCCOc1cccc(C(F)(F)F)c1)c(=O)n(C)c(=O)n2C	101	0.2
CCn1c2ccccc2c2cc(NS(=O)(=O)c3ccccc3)ccc21	104	0.6
O=C(NC(NCc1ccco1)(C(F)(F)F)C(F)(F)F)c1cccnc1	100	-0.1
CCc1ccc(NC(=O)CSc2ccccn2)cc1	100	-0.1
COc1ccc(C)cc1NC(=O)Cc1cn(C)c2ccccc12	102	0.5
CCOC(=O)CS(=O)(=O)c1ccc(C(F)(F)F)cn1	103	0.5
CN1C(=O)c2ccccc2C(C(=O)N2CCCCCC2)C1c1cccs1 (stereo not drawn)	102	0.4
SMILES	PV pol inh	PV pol inh FP z-score
CCc1nc2ccccc2n1C(=O)CCC(=O)O	97	-1.1
COc1cccc(C(=O)OCc2ccccc2C(F)(F)F)c1O	101	-0.2
Cc1cc(=O)n(Cc2ccc(F)cc2Cl)c2c1c(C)nn2-c1ccccc1	108	0.4
O=C(Nc1cccnc1)c1cccnc1C(=O)O	100	-0.7
COc1ccc(NC(=O)c2c(NCc3cccs3)sc3c2CCCC3)c(OC)c1	105	0.4
CC1=NN(c2ccc(S(N)(=O)=O)cc2)C(=O)C1	103	0.2
CN1CCN(NC(=S)N=P(c2ccccc2)(N2CCOCC2)C(C)(C)C)CC1 (stereo not drawn)	105	-0.1
NC(=O)c1cc(-c2ccccc2)nc2ccccc12	102	0
O=C(CSc1nnc(NC2CC2)s1)c1ccc2c(c1)OCO2	103	0
O=C(COC(=O)CC1CCCC1)Nc1nnc(-c2ccccc2)o1	107	0.5
CCOC(=O)c1[nH]c2c(c1C)C(=O)CCC2	101	-0.4
CCSc1ccc2c(c1)N(CCCN1CCN(C)CC1)c1ccccc1S2	100	0.1
CCn1c(SCC(=O)OCC(=O)N2c3ccccc3NC(=O)C2(C)C)nnc1-c1ccco1	103	0.1
Cc1c(C(=O)OCC(=O)Nc2ccc(SC(F)F)cc2)oc2ccc(Br)cc12	100	-0.2
CC(C)(C)C1CCc2c(sc(NC(=O)c3ccco3)c2C(=O)Nc2ccccc2Cl)C1 (stereo not drawn)	101	-1.1
O=C(/C=C/c1ccccc1Cl)Nn1cnc2ccccc2c1=O	100	-0.3
CCCN(CCC)C(=O)c1nn(C)c2c1CSc1ccc(C)cc1-2	112	1
Cc1ccc(C)c(NC(=O)c2cccc(S(=O)(=O)N3CCCC3)c2)c1	104	0.3
O=C(c1ccc(-c2ccccc2F)o1)N(CC1CCCO1)C1CCS(=O)(=O)C1 (stereo not drawn)	103	0
CC(O)c1cccc(Nc2ncnc3c2cnn3C)c1 (stereo not drawn)	100	-0.3
O=C(O)c1ccc2nc[nH]c2c1	100	-0.4
CCOC(=O)N1CCC(NC(=O)C(C)n2nc(C)c3sc4ccccc4c3c2=O)CC1 (stereo not drawn)	102	-0.1
COc1ccccc1CNC(=O)CCCCn1c(=O)c2ccccc2n(Cc2c(C)cc(C)cc2C)c1=O	105	-0.2
Cc1cc(F)ccc1NC(=O)CN(C)S(=O)(=O)c1ccc(C(=O)N2CCOCC2)s1	110	0.9
CCCCn1c(CCNC(=O)c2ccc(Cl)cc2)nc2ccccc21	98	-0.3

Exported with each value named: entries from further up.
CCSc1ccc2c(c1)N(CCCN1CCN(C)CC1)c1ccccc1S2
  PV pol inh = 100; PV pol inh FP z-score = 0.1

CCn1c(SCC(=O)OCC(=O)N2c3ccccc3NC(=O)C2(C)C)nnc1-c1ccco1
  PV pol inh = 103; PV pol inh FP z-score = 0.1

Cc1c(C(=O)OCC(=O)Nc2ccc(SC(F)F)cc2)oc2ccc(Br)cc12
  PV pol inh = 100; PV pol inh FP z-score = -0.2

CC(C)(C)C1CCc2c(sc(NC(=O)c3ccco3)c2C(=O)Nc2ccccc2Cl)C1 (stereo not drawn)
  PV pol inh = 101; PV pol inh FP z-score = -1.1

Next section
SMILES	PV pol inh	PV pol inh FP z-score
COc1cccc(NC(=O)CSCc2cc(=O)c3ccc(C)c(C)c3[nH]2)c1	102	-0.8
Cc1cc(C(=O)NCC(=O)O)c(C)o1	100	-0.4
Cc1cc(C)c(S(=O)(=O)N2CCCc3ccccc32)c(C)c1	110	0.6
Cc1ccc(OCCn2c(CNc3ccccc3C)nc3ccccc32)cc1	106	0.2
Cc1ccc(NC2=NCCC2)cc1	105	0.7
CCC(=O)Nc1ccc2c(c1)N(C(C)=O)c1ccccc1CC2	99	-1
Cc1cc(=O)[nH]c(SCC(=O)N2CCCCC2)n1	101	-0.2
Fc1cccc(CSc2ccc(-c3cccs3)nn2)c1	110	0.8
COc1cc(/C=C(\C#N)c2nc3ccc(C)cc3[nH]2)ccc1OC(C)C	102	-0.4
COc1ccc(CNC(=O)CSc2ncc3c(n2)-c2cc(Cl)ccc2N(Cc2ccccc2)S3(=O)=O)cc1OC	106	0
CCN(CC)C(=O)c1cnn(-c2ccccc2)c1NC(=O)c1ccco1	104	0.1
O=C(NCc1noc2ccccc12)Nc1nc2ccccc2s1	102	0.3
O=c1cccc2n1CC1CC2CN(C(c2ccccc2)c2sc3ncnn3c2O)C1 (stereo not drawn)	99	-0.5
N#Cc1ccc(Cn2cc(Br)ccc2=O)cc1	102	0
O=C(NCc1ccco1)c1ccc2c(c1)N(Cc1ccccc1)C(=O)c1ccccc1S2	99	-1.8
CCN(CC)S(=O)(=O)c1ccc(NCCc2ccccn2)nc1	101	-0.3
CCn1cc(CCCC(=O)O)c2ccccc21	103	-0.2
Cc1ccc(-n2ncc3c(NC4CCCCC4)ncnc32)cc1Cl	106	-0.2
O=S(=O)(NN1CCOCC1)c1cccc2nonc12	101	-0.2
CN(C)c1ccc(CNC(=O)c2ccc(Cn3c(SCc4ccccc4)nc4cccnc43)cc2)cc1	111	0.3
Cn1c(=O)c2[nH]c(SCc3ccc(Cl)c(Cl)c3)nc2n(C)c1=O	105	0.5
Cc1ccc(-n2ncc3c(N4CCCCCC4)ncnc32)cc1	104	-0.6
CN(C)c1ccc(/C=C/C=C2/SC(=O)N(CC(=O)N3CCCC3)C2=O)cc1	116	4.2
CCOC(=O)c1sc2nc(SCC(=O)C(C)(C)C)n(Cc3ccccc3Cl)c(=O)c2c1C	103	0.5
CCOc1ccc(/C=C/c2nc(C#N)c(NC(C)CC)o2)cc1 (stereo not drawn)	114	1.3
SMILES	PV pol inh	PV pol inh FP z-score
CCOc1ccc(NC(=O)CCc2c(C)nn(-c3ccc(N4CCCC4)nn3)c2C)cc1	101	-1.1
CCN(CC)c1ccc(/C=N/N2CCN(Cc3ccc(Cl)cc3)CC2)c(O)c1	101	0.2
CC(NC(=O)Cn1c(=O)oc2cc(S(=O)(=O)N3CCCCCC3)ccc21)c1ccccc1 (stereo not drawn)	107	0.2
CCc1noc(C)c1C(=O)N1CCN(S(=O)(=O)c2ccccc2)CC1	100	-0.3
Cc1ccc(CNC(=O)c2ccc(N3CCCS3(=O)=O)cc2)cc1	102	-0.6
COc1ccc(CN2COc3ccc(OC)cc3C2)cc1	100	-0.5
COc1ccc(/C=C(\C#N)C(=O)OC(C)(C)C)cc1	103	0.3
O=C1CCN(C(=O)Cc2ccc(NS(=O)(=O)c3ccc(F)cc3)cc2)CC1	102	0.1
C=CCn1c(C2CCS(=O)(=O)C2)n[nH]c1=S (stereo not drawn)	100	-0.4
COc1ccc(CCNS(=O)(=O)c2cc(-c3onc(C)c3C)ccc2OC)cc1OC	108	0.3
CN(C)CC(O)COc1ccc(C(C)(C)C)cc1 (stereo not drawn)	102	0.4
COc1ccccc1N1CCN(Cc2cn[nH]c2-c2ccccc2)CC1	102	0
COc1ccc(C(CNC(=O)c2oc3cc(Br)ccc3c2C)N2CCCCC2)cc1 (stereo not drawn)	105	-0.5
CCN1CCC(N)CC1	95	-0.7
COc1ccccc1CNC(=O)CSc1ncc2c(n1)-c1cc(Cl)ccc1N(Cc1ccccc1)S2(=O)=O	-5.0*	-7.9*
Nn1c(COc2ccccc2)nnc1SCc1cc(=O)[nH]c2ccccc12	99	-0.6
COc1cccc(/C=C(/C(=O)OCC(N)=O)c2ccccc2)c1	101	-0.1
CSc1ncccc1C1=N/C(=C\N(C)C)C(=O)O1	101	-0.7
O=C1S/C(=C/c2ccc3c(c2)OCO3)C(=O)N1CN1CCCCC1	101	-0.2
Cc1cccc(OCC(=O)Nc2ccc(S(=O)(=O)Nc3onc(C)c3C)cc2)c1C	100	-1.2
CNC(=O)NCc1ccc(-c2csnn2)cc1	102	0.1
CCCNC(=O)C1CN(C(=O)c2cnc(C)cn2)c2ccccc2O1 (stereo not drawn)	100	0
CC(=O)Nc1ccc(S(=O)(=O)N2CCC(NC(C)=O)(c3cccc(F)c3)CC2)cc1	101	-0.1
Cn1c(=O)[nH]c(=O)c2c1nc1n2CC(c2ccccc2)=N1	105	0.5

Screens from PubChem BioAssay.
